L3MBTL1 inh: L3MBTL1 (human) inhibition; Q9Y468; AlphaScreen L3MBTL1–H3K9me1 peptide binding; Potency, µM (doses to about 57.1 µM), for the others: at the highest dose activity, negative = inhibition, hits mostly inhibitors; 0.66% of 230,000 active; AID 485360; active = well fitted inhibition curve with a large enough effect; inconclusive = small, poorly fitted or top-dose-only effect; inactive = no such curve, though single readings can be large or run the other way; note: nearly all actives have a fitted effect of over 60% in size
Target sequence (Q9Y468 whole entry, looked up): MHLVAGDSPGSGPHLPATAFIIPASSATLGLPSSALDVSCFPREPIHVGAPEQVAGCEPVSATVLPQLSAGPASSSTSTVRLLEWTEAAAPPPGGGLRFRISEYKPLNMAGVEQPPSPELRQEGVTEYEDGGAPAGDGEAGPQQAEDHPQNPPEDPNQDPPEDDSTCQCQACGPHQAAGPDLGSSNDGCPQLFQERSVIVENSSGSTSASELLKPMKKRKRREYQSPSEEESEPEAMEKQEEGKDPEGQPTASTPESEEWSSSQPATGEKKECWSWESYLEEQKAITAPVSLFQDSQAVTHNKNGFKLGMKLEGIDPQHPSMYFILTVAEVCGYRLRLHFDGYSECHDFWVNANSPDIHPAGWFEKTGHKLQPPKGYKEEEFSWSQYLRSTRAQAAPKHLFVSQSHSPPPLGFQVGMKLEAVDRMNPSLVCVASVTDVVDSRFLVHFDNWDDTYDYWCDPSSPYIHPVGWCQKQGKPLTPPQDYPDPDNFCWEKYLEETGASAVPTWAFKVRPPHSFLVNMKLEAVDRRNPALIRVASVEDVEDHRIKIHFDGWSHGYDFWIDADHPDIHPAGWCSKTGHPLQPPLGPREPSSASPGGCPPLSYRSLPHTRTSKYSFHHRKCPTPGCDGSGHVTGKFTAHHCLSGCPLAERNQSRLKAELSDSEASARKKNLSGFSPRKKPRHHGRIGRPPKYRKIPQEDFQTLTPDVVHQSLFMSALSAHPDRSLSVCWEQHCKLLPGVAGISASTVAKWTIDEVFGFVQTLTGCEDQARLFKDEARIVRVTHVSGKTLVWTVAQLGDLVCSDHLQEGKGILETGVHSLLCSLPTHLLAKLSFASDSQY
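L3MBTL1 50 nM + b-AHA-H3(1-15)K9me1 75 nM, 30 min RT; compound added, 30 min RT; streptavidin donor/Ni-chelate acceptor beads 10 ug/mL each final, 30 min RT dark; AlphaScreen read.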
* marks the source's active call; other numbers are inactive results; [ ] = dose if it differs, or a comment. % is set by controls: 0 for no effect and ±100 for the full control effect; potency is the fitted concentration of half-maximal effect. This is a subset, so the mix of outcomes need not match the whole.

What do the screens show for `COc1ccccc1CCNC(=O)C(=O)NCC1OCCN1S(=O)(=O)c1ccc(OC)c(OC)c1` (centres undefined)?
L3MBTL1 inh: 7%

What do the screens show for `Cc1ccc(SCC(=O)N(C)C2CCS(=O)(=O)C2)c(C)c1` (centres undefined)?
L3MBTL1 inh: 3%

How did CN1C(=O)S/C(=C/c2ccc(OCc3cccc(C(=O)O)c3)cc2)C1=O do in these assays?
L3MBTL1 inh: -2%

How did CCOc1ccc(S(=O)(=O)Nc2ccc(C(=O)N3CC(C)OC(C)C3)cc2)cc1 (centres undefined) do in these assays?
L3MBTL1 inh: 5%

Results for COc1ccc(OC)c(NC(=O)COc2coc(CN3CCc4ccccc43)cc2=O)c1 ?
L3MBTL1 inh: -21%

Results for COc1ccc(NC(=O)c2ccccc2)cc1 ?
L3MBTL1 inh: -10%

How did O=C(c1cc2ccccc2o1)N1CCN(S(=O)(=O)c2ccccc2)CC1 do in these assays?
L3MBTL1 inh: -7%

Results for COc1ccc(C2NC(=O)NC3=C2C(=O)CCC3)cc1 (centres undefined) ?
L3MBTL1 inh: 3%

Results for Cn1nc(C(=O)OCC(=O)Nc2ccccc2OC(F)F)c2ccccc2c1=O ?
L3MBTL1 inh: -5%

How did COc1ccc(-c2cc(C(=O)N(C)CC(=O)Nc3cccc(F)c3)c3ccccc3n2)cc1 do in these assays?
L3MBTL1 inh: 7%

How did COc1ccc(N2C(=O)CC(c3ccccc3)CC2=O)cc1 do in these assays?
L3MBTL1 inh: 4%

Results for COc1ccccc1/C=C/C(=O)Nc1cccc(S(=O)(=O)N2CCOCC2)c1 ?
L3MBTL1 inh: -5%

How did CC(=O)Nc1ccc(S(=O)(=O)NC2C3(C)CCC(C3)C2(C)C)cc1 (centres undefined) do in these assays?
L3MBTL1 inh: -6%

What do the screens show for `CCN(c1ccccc1)S(=O)(=O)c1ccc(OC)c(NC(=O)C2CC2)c1`?
L3MBTL1 inh: 2%

How did COc1ccc(NS(=O)(=O)c2ccc(C)c(NC(=O)C3CCCO3)c2)cc1 (centres undefined) do in these assays?
L3MBTL1 inh: 3%

How did CCOc1ccc(OCCCC(=O)N2CCN(S(=O)(=O)c3ccccc3C#N)CC2)cc1 do in these assays?
L3MBTL1 inh: -6%

How did CCN(CC)C(=O)C1CCN(Cc2ccc(OCc3ccccc3)c(OC)c2)CC1 do in these assays?
L3MBTL1 inh: 7%

How did CCOc1cc(/C=C2\C(=N)N3N=C(C)SC3=NC2=O)ccc1OCCOc1cccc(OC)c1 do in these assays?
L3MBTL1 inh: 8%

What do the screens show for `COc1ccc(-n2c(O)c(/C=C3\C=Nc4ccccc43)c(=O)[nH]c2=O)cc1`?
L3MBTL1 inh: 6%

How did COc1cc(C(=O)NCc2cc3cc(Cl)ccc3n2C)cc(OC)c1OC do in these assays?
L3MBTL1 inh: 3%

How did Cc1noc(C)c1NC(=O)Nc1ccc2c(c1)C(=O)N([C@H](C)CO)C[C@H](C)[C@@H](CN(C)C(=O)Nc1ccc(C(F)(F)F)cc1)O2 do in these assays?
L3MBTL1 inh: -3%

Results for COC(=O)C1=C(C)N(C)C(=O)NC1c1cccc2ccccc12 (centres undefined) ?
L3MBTL1 inh: 0%

What do the screens show for `Cc1nc(SCC(=O)N2CCOCC2)c2c3c(sc2n1)CCC3`?
L3MBTL1 inh: -3%

How did O=C(CNc1ccc(F)cc1Cl)Nc1cccc(S(=O)(=O)N2CCCCC2)c1 do in these assays?
L3MBTL1 inh: -5%

Results for O=C(/C=C/c1ccc([N+](=O)[O-])cc1)Nc1cccc(C(=O)Nc2ccccc2C(=O)O)c1 ?
L3MBTL1 inh: inconclusive

Results for Cc1cc(C)c(OCC(=O)OCC(=O)N2CCN(C(=O)c3ccco3)CC2)c(C)c1 ?
L3MBTL1 inh: -2%

How did C=CCOc1ccccc1CN1CCCCCC1 do in these assays?
L3MBTL1 inh: 1%

Results for O=S(=O)(c1ccc(F)cc1)N1CCN(c2nc(-c3cccnc3)nc3ccccc23)CC1 ?
L3MBTL1 inh: -6%

What do the screens show for `Cc1sc2nc(CN3CCOCC3)nc(N3CCN(S(=O)(=O)c4ccccc4)CC3)c2c1C`?
L3MBTL1 inh: -7%

Results for COc1ccc(NS(=O)(=O)c2cccc(C(=O)OCC(=O)c3c(N)n(C)c(=O)n(C)c3=O)c2)cc1 ?
L3MBTL1 inh: -3%

Results for Cc1cc(Br)ccc1OCCOCCN1CCCC1 ?
L3MBTL1 inh: -2%

How did COC(=O)C1=C(C)N(Cc2ccccc2)C(=NCc2ccc(OC)cc2)N[C@H]1c1cccc(F)c1 do in these assays?
L3MBTL1 inh: -7%

Results for COCCCn1c(SCC(=O)Nc2oc(C)c3c(C)n[nH]c(=O)c23)nc2sc3c(c2c1=O)CCC3 ?
L3MBTL1 inh: -7%

What do the screens show for `O=C(Nc1cc(S(=O)(=O)N2CCOCC2)ccc1N1CCCCC1)c1ccccc1`?
L3MBTL1 inh: 5%

What do the screens show for `CN(CC1COc2ccccc2O1)C(=O)Cn1cc(C(F)(F)F)ccc1=O` (centres undefined)?
L3MBTL1 inh: 1%

Results for CN(Cc1ccc(F)cc1)C(=O)c1cc(S(=O)(=O)N2CCCCC2)ccc1N1CCOCC1 ?
L3MBTL1 inh: 6%

Results for CCOc1ccc([C@@H]2CC=C(C(=O)O)[C@H](c3cccc(Cl)c3)N2S(=O)(=O)c2ccc(C)cc2)cc1 ?
L3MBTL1 inh: 6%

Results for COc1ccc(-n2nc(C(=O)O)cc2-c2ccccc2)cc1 ?
L3MBTL1 inh: -1%

What do the screens show for `O=C(Nc1ccc(C(F)(F)F)cc1)C1=NN(C2CCS(=O)(=O)C2)C(=O)CC1` (centres undefined)?
L3MBTL1 inh: 10%

How did O=C(OCC(=O)N1CCCCC1)c1cccc(NS(=O)(=O)c2ccccc2)c1 do in these assays?
L3MBTL1 inh: -4%

What do the screens show for `Cc1nn(-c2ccccc2)c(Cl)c1C(=O)N(C)CC(=O)Nc1cccc(F)c1`?
L3MBTL1 inh: 9%

What do the screens show for `CCOC(=O)C1(CCOc2ccccc2)CCN(Cc2ccc(C(=O)OC)cc2)CC1`?
L3MBTL1 inh: -3%

How did O=C(COC(=O)c1ccc(Cl)nc1)NC(=O)c1ccc(OC(F)F)cc1 do in these assays?
L3MBTL1 inh: 6%

Results for Cc1ccc2cccc(OCC(=O)NCCC3=CCCCC3)c2n1 ?
L3MBTL1 inh: 6%

Results for CC(C)NC(=O)CSc1nc(Cc2ccccc2)nc2ccccc12 ?
L3MBTL1 inh: 1%

Results for O=C(CCC(=O)N1CCSc2ccccc21)NCc1cccc(Br)c1 ?
L3MBTL1 inh: 10%

What do the screens show for `CC(OC(=O)c1ccc([N+](=O)[O-])s1)C(=O)NC1CCCCC1C` (centres undefined)?
L3MBTL1 inh: -24%

How did Cc1cccc(N2CCN(C(=O)c3ccc4[nH]c(C)c(C)c4c3)CC2)c1C do in these assays?
L3MBTL1 inh: -26%

Results for CCCCn1c(N)c(N(CC(C)C)C(=O)CSc2ccccc2C)c(=O)[nH]c1=O ?
L3MBTL1 inh: -2%

What do the screens show for `O=C(COC(=O)CNC(=O)C1CCCCC1)Nc1ccccc1OC(F)F`?
L3MBTL1 inh: 4%

What do the screens show for `COc1ccc(NS(=O)(=O)c2cccc(C(=O)NCc3cccnc3)c2)cc1`?
L3MBTL1 inh: 4%

What do the screens show for `O=C(c1cc(-c2ccco2)nc2ccccc12)N(Cc1nnc(-c2ccc(Cl)cc2)o1)C1CC1`?
L3MBTL1 inh: inconclusive

How did O=C(Cc1ccc(Cl)cc1)NC1CCCCCC1 do in these assays?
L3MBTL1 inh: 7%

How did O=C(CN1CCN(Cc2ccc(F)cc2)CC1)NCc1ccccc1 do in these assays?
L3MBTL1 inh: 5%

What do the screens show for `Cc1cc(C(=O)OCC(=O)Nc2ccccc2C#N)c(C)o1`?
L3MBTL1 inh: 4%

What do the screens show for `NC(=O)CCn1c(C(=O)c2cc(Cl)c(N)c(Cl)c2)c2ccccc2[n+]1[O-]`?
L3MBTL1 inh: 2%

What do the screens show for `CC(=O)Nc1ccc(S(=O)(=O)N[C@@H](C)C(=O)OCC(=O)NC2CCCC2)cc1`?
L3MBTL1 inh: 7%

How did CN1CCN(S(=O)(=O)c2ccc(Oc3cccc(C(F)(F)F)c3)nc2)CC1 do in these assays?
L3MBTL1 inh: -10%

How did CCNS(=O)(=O)c1ccc(CCC(=O)Nc2ccc3c(c2)OCO3)cc1 do in these assays?
L3MBTL1 inh: 4%

What do the screens show for `CCOC(=O)[C@@H]1[C@H]2COc3cc(OC)ccc3[C@@H]2N2C(=O)N(c3cccc(Cl)c3)C(=O)[C@@]12C`?
L3MBTL1 inh: 47%[activator]

How did CCSc1nc(-c2ccccc2)cc(=O)[nH]1 do in these assays?
L3MBTL1 inh: 2%

How did O=C(c1cccc(NC2=NC3CS(=O)(=O)CC3S2)c1)N1CCN(c2ccc(F)cc2)CC1 (centres undefined) do in these assays?
L3MBTL1 inh: -1%

Results for Cc1ccccc1OCC(=O)OCC(=O)Nc1ccc2c(c1)OCO2 ?
L3MBTL1 inh: -5%

How did CC1CCCCC1NC(=O)COC(=O)CCC(=O)c1cccs1 (centres undefined) do in these assays?
L3MBTL1 inh: -1%

What do the screens show for `C[C@]12C(=O)N(c3cccc(Cl)c3)C(=O)N1[C@@H]1c3ccccc3OC[C@@H]1[C@H]2c1ccccc1`?
L3MBTL1 inh: -2%

Results for CC1CCCC(NC(=O)Cn2cc([N+](=O)[O-])ccc2=O)C1C (centres undefined) ?
L3MBTL1 inh: -1%

How did NC(=O)c1cc([N+](=O)[O-])ccc1NCc1ccc(N)cc1 do in these assays?
L3MBTL1 inh: -4%

How did O=C(CNC(=O)C1COc2ccccc2O1)Nc1ccc(F)c(F)c1 (centres undefined) do in these assays?
L3MBTL1 inh: -6%

What do the screens show for `Cc1ccc(NC(=O)c2cc(S(=O)(=O)N3CCc4ccccc43)cn2C)cc1`?
L3MBTL1 inh: 1%

What do the screens show for `O=C(NCC1CC1)C1(S(=O)(=O)c2ccccc2)CC=CC1`?
L3MBTL1 inh: 1%

How did COc1ccc(C(=O)n2c(N)nc3ccccc32)cc1OC do in these assays?
L3MBTL1 inh: 1%[2.29 µM]

What do the screens show for `COc1cc(C)c(NC(=O)c2cccc(S(=O)(=O)N3CCCC3)c2)cc1OC`?
L3MBTL1 inh: 2%

How did COc1ccc(/C=C2\SC(N)=NC2=O)cc1 do in these assays?
L3MBTL1 inh: 3%

What do the screens show for `CC(C)C(NS(=O)(=O)c1ccccc1)C(=O)N1CCCCCC1` (centres undefined)?
L3MBTL1 inh: 1%

Results for CCOc1ccccc1C(=O)Nc1ccc2c(c1)C(=O)NC2=O ?
L3MBTL1 inh: 4%

What do the screens show for `CCN1C(=O)[C@H]2[C@@H](c3ccc(-c4ccc(Cl)c(Cl)c4)cc3)N[C@@](C)(C(=O)OC)[C@H]2C1=O`?
L3MBTL1 inh: 3%

Results for NC(=O)N/N=C/c1ccc(-c2ccc(S(=O)(=O)Nc3ncccn3)cc2)o1 ?
L3MBTL1 inh: -23%

Results for O=C(O)Cn1c2ccccc2c2n[nH]c(=S)nc21 ?
L3MBTL1 inh: -13%

How did COCCN(CC(=O)Nc1cc(Cl)ccc1-n1cncn1)Cc1nc2ccccc2c(=O)[nH]1 do in these assays?
L3MBTL1 inh: 9%

Results for OCC[C@@H]1C[C@@H](O)[C@H](O)[C@@]2(Cc3ccccc3CO2)O1 ?
L3MBTL1 inh: 2%

How did CCOc1ccc(C(=O)OCC(=O)NC2CCCCCCC2)cc1 do in these assays?
L3MBTL1 inh: 14%

Results for Cc1ccnc(OC(C(=O)O)C(OCc2ccccc2)(c2ccc(F)cc2)c2ccc(F)cc2)n1 (centres undefined) ?
L3MBTL1 inh: 3%

What do the screens show for `CC1CC(C)CN(C(=O)COC(=O)c2ccc3ncsc3c2)C1` (centres undefined)?
L3MBTL1 inh: 13%

What do the screens show for `O=C(NN=Cc1c(F)cccc1F)c1ccccc1NS(=O)(=O)c1cccs1`?
L3MBTL1 inh: -8%

Results for COc1cccc(CNc2ncc(-c3ccccc3)n2C)c1 ?
L3MBTL1 inh: -1%

How did CS(=O)(=O)N1CCC(NC(=O)Nc2ccc(OC(F)(F)F)cc2)CC1 do in these assays?
L3MBTL1 inh: 5%

High-throughput results as filed in PubChem BioAssay.
